C diff growth – C. difficile growth inhibition. AID 1259249. 86,000 tested, 0.25% active. growth activity, negative = inhibition, % at 16 µg/mL (by protocol). Clostridium difficile clinical isolate growth, OD600, 24 h; active compounds read low;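 active = mean growth activity at or below -80% and every replicate also at or below -80%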;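 also: 0% = DMSO wells and -100% = levofloxacin 16 µg/mL wells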
KDM4C inh – inhibitors of human demethylase GASC-1 KDM4C | GST-KDM4C 2-372, H3K9me3 peptide, LANCE TR-FRET | Q9H3R0 | inhibition, % at 12.5 µM | 96,000 tested, 0.15% active;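 active = mean replicate inhibition above about 25%, with at least 55% of replicates also reaching it, limit read from the data, passing the limit was not always enough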
Target sequence (Q9H3R0 2-372 limits assumed): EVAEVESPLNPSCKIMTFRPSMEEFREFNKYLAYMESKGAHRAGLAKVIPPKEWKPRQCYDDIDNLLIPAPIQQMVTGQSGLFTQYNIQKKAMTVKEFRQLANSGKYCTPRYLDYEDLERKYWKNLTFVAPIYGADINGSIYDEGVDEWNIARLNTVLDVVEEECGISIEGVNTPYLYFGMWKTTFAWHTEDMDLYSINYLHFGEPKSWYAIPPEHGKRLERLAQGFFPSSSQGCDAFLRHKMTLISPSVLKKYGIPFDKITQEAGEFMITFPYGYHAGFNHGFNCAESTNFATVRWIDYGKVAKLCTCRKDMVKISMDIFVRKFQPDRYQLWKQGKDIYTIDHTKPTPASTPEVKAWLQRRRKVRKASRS
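Compound: one test concentration per compound; Material: GST-GASC-1 enzyme fragment 2-372; Amount: GASC-1 enzyme at 10 nM final in reaction; Also added: H3K9me3 peptide substrate, Fe(II), 2-oxoglutarate; Technique: LANCE TR-FRET; Times: 30 min demethylation and 1 h detection at room temperature.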
T cruzi growth – inhibitors of T. cruzi proliferation. T. cruzi beta-gal in NIH3T3, GalScreen luminescence, 90 h. inhibition, % at 8.34 µM. 77,000 tested, 5.9% active. AID 624255;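 active = mean inhibition above about 93%, with at least 55% of replicates each passing it, limit read from the data, passing the limit was not always enough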
Pf Dd2 inh – P. falciparum Dd2 growth inhibition; activity change, % at 10 µM; SYBR Green, 72 h; active compounds read low; 94,000 tested, 2.3% active; in the data active = activity change below about -80%
Starred values were filed as active, the others as inactive; x = no result given; & = joins results of further samples.

A first look:
SMILES	C diff growth	KDM4C inh	T cruzi growth	Pf Dd2 inh
CCCNC(=O)C[C@H]1CC[C@H]2[C@@H](COc3ccc(NC(=O)Nc4ccccc4)cc3C(=O)N2C)O1	-1.3	-1.8	50.8	10.6
C[C@H]1CN([C@@H](C)CO)C(=O)Cc2cc(NS(=O)(=O)c3cccs3)ccc2O[C@@H]1CN(C)S(=O)(=O)c1ccccc1	10.5	-2.6	3.4	-2.7
COCC(=O)Nc1ccc2c(c1)C(=O)N(C)C[C@@H](OC)[C@@H](C)CN[C@H](C)CO2	0.1	-0.8	-60.7	-5.5
CC(C)C#Cc1ccc2c(c1)O[C@@H](CN(C)C(=O)c1ccncc1)[C@@H](C)CN([C@@H](C)CO)S2(=O)=O	-1.3	-1.8	102.0*	2.1
O=C(C[C@H]1CC[C@H](NC(=O)CN2CCOCC2)[C@H](CO)O1)NCc1cccc(F)c1	x	-0.3	12.7	8.6

Main list, from the start:
SMILES	C diff growth	KDM4C inh	T cruzi growth	Pf Dd2 inh
CCCNC(=O)C[C@H]1CC[C@H]2[C@@H](COc3ccc(NC(=O)Nc4ccccc4)cc3C(=O)N2C)O1	-1.3	-1.8	50.8	10.6
C[C@H]1CN([C@@H](C)CO)C(=O)Cc2cc(NS(=O)(=O)c3cccs3)ccc2O[C@@H]1CN(C)S(=O)(=O)c1ccccc1	10.5	-2.6	3.4	-2.7
COCC(=O)Nc1ccc2c(c1)C(=O)N(C)C[C@@H](OC)[C@@H](C)CN[C@H](C)CO2	0.1	-0.8	-60.7	-5.5
CC(C)C#Cc1ccc2c(c1)O[C@@H](CN(C)C(=O)c1ccncc1)[C@@H](C)CN([C@@H](C)CO)S2(=O)=O	-1.3	-1.8	102.0*	2.1
O=C(C[C@H]1CC[C@H](NC(=O)CN2CCOCC2)[C@H](CO)O1)NCc1cccc(F)c1	x	-0.3	12.7	8.6
C[C@H](CO)N1C[C@H](C)[C@H](CN(C)CC2CC2)Oc2ccc(NS(=O)(=O)c3ccc(Cl)cc3)cc2C1=O	-2.8	7.8	-1.6	-5.3
Cc1noc(C)c1NC(=O)Nc1ccc2c(c1)CC(=O)N([C@H](C)CO)C[C@H](C)[C@@H](CN(C)C(=O)Nc1ccc(C(F)(F)F)cc1)O2	0.0	-0.3	-4.2	2.1
COc1ccc2c3c(n(C)c2c1)[C@@H](CO)N(C(=O)Nc1ccc(F)cc1)CC31CN(C(=O)CN2CCOCC2)C1	-4.7	-0.7	x	-43.6
C[C@H]1CN([C@@H](C)CO)C(=O)Cc2cc(NC(=O)CCN3CCOCC3)ccc2O[C@H]1CN(C)Cc1ccc(Oc2ccccc2)cc1	-10.2	0.4	0.1	-11.2
C[C@H](CO)N1C[C@H](C)[C@@H](CN(C)Cc2ccc(C(=O)Nc3ccccc3N)cc2)Oc2ccc(NC(=O)CCN3CCOCC3)cc2CC1=O	5.1	-0.8	93.5	-54.4
N#C[C@@H]1[C@H](c2ccc(-c3cccc(F)c3)cc2)[C@@H](CO)N1C(=O)NC1CCCCC1	-2.4	-0.2	x	-33.0
COCC(=O)Nc1ccc2c(c1)[C@@H]1C[C@@H](CC(=O)NCc3ccc(Cl)cc3)O[C@@H](CO)[C@@H]1O2	-0.2	-0.3	-27.7	-19.1
CC(C)NC(=O)Nc1ccc2c(c1)CC(=O)N([C@H](C)CO)C[C@@H](C)[C@H](CN(C)C(=O)Nc1ccc(C(F)(F)F)cc1)O2	-2.1	0.2	x	4.7
Cc1ccc(S(=O)(=O)Nc2ccc3c(c2)CC(=O)N([C@H](C)CO)C[C@@H](C)[C@@H](CN(C)Cc2ccc4c(c2)OCO4)O3)cc1	-17.4	-3.3	86.4	-9.5
N#C[C@H]1[C@H](c2ccc(C#Cc3cccc(F)c3)cc2)[C@@H](CO)N1C(=O)C1CCC1	-0.4	-1.4	97.0*	-52.2
O=C(Nc1ccc2c(c1)[C@@H]1C[C@@H](CC(=O)N3CCCCC3)O[C@H](CO)[C@@H]1O2)NC1CCCC1	-5.8	1.2	55.7	1.4
CO[C@@H]1CN(C)C(=O)c2cc(NC(=O)c3nc4ccccc4s3)ccc2OC[C@@H](C)NC[C@@H]1C	x	-0.8	63.5	-45.7
O=S(=O)(c1cccs1)N1CCCCN2[C@H](C1)[C@@H](c1ccc(/C=C/c3ccccc3)cc1)[C@@H]2CO	12.1	-0.4	49.6	-40.9
CO[C@H](CN(C)C(=O)C1CCOCC1)[C@H](C)CN(C(=O)Nc1ccc(F)cc1)[C@@H](C)CO	x	-1.4	-1.5	32.8
COc1ccc2c3c([nH]c2c1)[C@@H](CO)N(Cc1ccccc1)CC31CCN(C)CC1	8.6	4.4	x	-30.0
O=C(C[C@@H]1C[C@H]2c3cc(NC(=O)C4CCOCC4)ccc3O[C@H]2[C@H](CO)O1)NCC(F)(F)F	5.2	1.1	-48.2	2.5
COc1cccc(-c2cnc3c(c2)C(=O)N([C@H](C)CO)C[C@@H](C)[C@@H](CN(C)C(=O)CC2CC2)O3)c1	3.4	0.6	8.6	-11.0
Cc1noc(C)c1NC(=O)N(C)C[C@H]1Oc2ccc(NS(=O)(=O)c3cn(C)cn3)cc2CC(=O)N([C@H](C)CO)C[C@@H]1C	-5.3	-1.8	-1.2	26.7
C[C@@H]1CN([C@H](C)CO)C(=O)c2cccc(NC(=O)Nc3ccc(F)cc3)c2O[C@H]1CN(C)CC1CC1	20.6	1.4	8.7	1.1
COc1ccc2c3c(n(C)c2c1)[C@@H](CO)NCC31CCN(Cc2ccccc2Cl)CC1	8.6	0.6	x	-88.4*
Cc1ccccc1-c1cnc2c(c1)C(=O)N([C@H](C)CO)C[C@H](C)[C@@H](CN(C)C(=O)c1ccc(F)cc1)O2	-2.4	1.5	x	-48.1
Cc1noc(C)c1S(=O)(=O)N(C)C[C@H]1OCCCC[C@H](C)Oc2ccc(NS(=O)(=O)c3cccs3)cc2C(=O)N([C@H](C)CO)C[C@H]1C	-4.2	-1.0	x	-54.0
CC(C)CC#Cc1ccc([C@H]2[C@H](CO)N3C(=O)CN(C(=O)NC4CCCCC4)C[C@@H]23)cc1	-2.7	-0.9	x	-17.8
Cc1noc(C)c1S(=O)(=O)Nc1ccc2c(c1)CC(=O)N([C@H](C)CO)C[C@@H](C)[C@@H](CN(C)CC1CC1)O2	-3.3	-5.1	2.7	13.4
O=C(CN1CCOCC1)NCC[C@@H]1CC[C@@H](NC(=O)Cc2ccccn2)[C@H](CO)O1	x	2.0	13.7	17.7
O=C(c1cccc(F)c1)N1CC2(C1)[C@@H](c1ccccc1)[C@@H](CO)N2Cc1ccccn1	-0.7	2.1	x	18.2
O=C(C[C@@H]1CC[C@H](NC(=O)c2ccncc2)[C@H](CO)O1)NCc1ccncn1	0.6	-2.6	x	-9.3
C[C@@H]1CN([C@@H](C)CO)C(=O)c2cc(C#CC3CCCC3)cnc2O[C@H]1CN(C)C(=O)c1ccncc1	1.4	-0.8	x	-26.3
CCCNC(=O)N[C@@H]1CC[C@H](CC(=O)NC2CCCCC2)O[C@H]1CO	-0.6	4.8	x	8.8
C[C@@H]1CN([C@@H](C)CO)C(=O)c2cc(C#CC3CCCCC3)cnc2O[C@H]1CN(C)C(=O)Nc1ccccc1	-4.6	0.6	x	-47.5
COc1ccc(CN(C)C[C@@H]2OCCCC[C@@H](C)Oc3ccc(NC(=O)Nc4ccc(OC)cc4)cc3C(=O)N([C@@H](C)CO)C[C@H]2C)cc1	x	x	83.5	-50.6
CC(C)NC(=O)N(C)C[C@@H]1Oc2c(NC(=O)C3CCCCC3)cccc2C(=O)N([C@H](C)CO)C[C@H]1C	0.3	8.1	5.6	13.5
C[C@@H]1CN([C@@H](C)CO)C(=O)c2cccc(NC(=O)Nc3cccc4ccccc34)c2O[C@H]1CN(C)C(=O)Nc1cccc2ccccc12	-15.9	1.0	38.6	-25.8
CC(C)c1cn(CC[C@H]2CC[C@@H](NC(=O)c3cccc(F)c3)[C@H](CO)O2)nn1	x	0.2	-79.2	-43.1
C[C@H]1CN([C@@H](C)CO)C(=O)c2cccc(NC(=O)C3CCOCC3)c2O[C@@H]1CN(C)Cc1ccc(Oc2ccccc2)cc1	-10.9	0.3	75.3	-22.8
Cc1ccc(S(=O)(=O)N(C)C[C@H]2Oc3cc(C#CC4CCCC4)ccc3S(=O)(=O)N([C@H](C)CO)C[C@@H]2C)cc1	14.8	-2.8	127.0*	-55.0
CC(C)NC(=O)N(C)C[C@@H]1Oc2c(NC(=O)Nc3ccc(F)cc3)cccc2C(=O)N([C@@H](C)CO)C[C@@H]1C	-3.4	-0.9	x	12.3
COc1ccccc1C#Cc1ccc([C@@H]2[C@@H](CO)N3CCCCN(CCC(F)(F)F)C[C@H]23)cc1	57.2	0.7	105.4*	-82.4*
COc1ccc(S(=O)(=O)N(C)C[C@@H]2Oc3ccc(NS(C)(=O)=O)cc3C(=O)N([C@@H](C)CO)C[C@H]2C)cc1	1.9	-0.3	-31.6	14.3
O=C(C[C@@H]1CC[C@H](NC(=O)CN2CCOCC2)[C@H](CO)O1)NC1CCCCC1	x	-0.6	-47.3	9.9
COc1ccc2c3c(n(C)c2c1)[C@H](CO)N(C(=O)C1CCCC1)CC31CN(C(=O)Nc2cccc(F)c2)C1	4.9	-1.2	x	-57.4
COc1ccc(S(=O)(=O)N[C@@H]2CC[C@H](CC(=O)O)O[C@H]2CO)cc1	-0.2	0.2	59.3	5.2
CN(C[C@H]1N[C@H](CO)[C@H]1c1ccc(C2=CCCCC2)cc1)S(C)(=O)=O	-3.2	0.6	9.5	7.5
CN1C(=O)c2cc(NS(C)(=O)=O)ccc2OC[C@@H]2O[C@@H](CC(=O)N3CCOCC3)CC[C@@H]21	-2.8	0.5	-20.6	x
C[C@@H]1CCCCO[C@H](CN(C)C(=O)Cc2ccccc2)[C@H](C)CN([C@@H](C)CO)C(=O)c2cc(NC(=O)C3CCCCC3)ccc2O1	5.1	1.1	59.5	-50.8
O=C(C[C@H]1C[C@H]2c3cc(NC(=O)c4ccc5c(c4)OCO5)ccc3O[C@H]2[C@H](CO)O1)NCC(F)(F)F	2.3	-0.2	-48.7	1.8
O=C(C[C@H]1C=C[C@H](NS(=O)(=O)c2cccc(F)c2)[C@@H](CO)O1)NCc1ccc2c(c1)OCO2	2.2	-0.2	x	-0.1
C[C@@H]1CN([C@H](C)CO)C(=O)c2cc(-c3cccnc3)cnc2O[C@H]1CN(C)Cc1ccc(-c2ccccc2)cc1	0.0	3.1	x	-53.1
O=C(NCC[C@@H]1CC[C@@H](NS(=O)(=O)c2ccc(Cl)cc2)[C@@H](CO)O1)c1ccc2c(c1)OCO2	-1.5	-1.6	15.8	0.2
C/C=C/c1ccc([C@@H]2[C@@H](CO)N3C(=O)CN(C(=O)c4cnccn4)C[C@H]23)cc1	0.9	-0.1	x	30.5
O=C(C[C@@H]1CC[C@H]2[C@@H](COC[C@@H](O)CN2Cc2ccc(C(F)(F)F)cc2)O1)N1CCc2ccccc2C1	7.4&-3.2	2.9	x	-20.7
COc1ccc(CN(C)C[C@H]2Oc3ccc(NC(=O)NC4CCCCC4)cc3CC(=O)N([C@H](C)CO)C[C@H]2C)cc1	-14.8	0.7	-10.1	9.3
O=C(C1CCCC1)N1CCCCN2[C@@H](CO)[C@@H](c3ccc(-c4ccncc4)cc3)[C@@H]2C1	-7.3	x	48.6	11.6
CN1C(=O)c2cc(NC(=O)c3ccc(C(F)(F)F)cc3)ccc2OC[C@H]2O[C@H](CC(=O)NCc3ccc4c(c3)OCO4)CC[C@@H]21	-1.3	0.1	12.5	-8.8
O=C(C1CC1)N1CC(=O)N2[C@H](CO)[C@H](c3ccc(C#Cc4cccc(F)c4)cc3)[C@@H]2C1	-10.5	-0.8	x	6.7
(further entries)
SMILES	C diff growth	KDM4C inh	T cruzi growth	Pf Dd2 inh
C[C@H](CO)N1C[C@H](C)[C@@H](CN(C)S(=O)(=O)c2ccc(F)cc2)Oc2c(NC(=O)Nc3ccccc3)cccc2C1=O	1.1	2.3	12.7	12.1
C[C@@H]1CCCCO[C@@H](CN(C)C(=O)NC2CCCCC2)[C@@H](C)CN([C@H](C)CO)C(=O)c2cc(NS(=O)(=O)c3ccc(Cl)cc3)ccc2O1	6.9	-0.1	61.1	11.9
C[C@H](CO)N1C[C@H](C)[C@@H](CN(C)Cc2ccccc2)OCc2ccccc2-c2ccccc2C1=O	x	0.5	-17.2	-29.9
CNC[C@H]1Oc2c(NC(=O)Nc3ccc(F)cc3)cccc2C(=O)N([C@H](C)CO)C[C@H]1C	1.5	-1.5	x	7.1
COc1ccc2c3c([nH]c2c1)[C@H](CO)N(C(=O)c1cccnc1)CC31CCN(C(=O)NC(C)C)CC1	-7.6	-0.1	x	-10.1
C[C@H]1CN([C@@H](C)CO)C(=O)c2cccc(NC(=O)Nc3ccc(C(F)(F)F)cc3)c2O[C@@H]1CN(C)C(=O)Nc1ccc(F)cc1	31.8	x	22.5	-20.6
CO[C@H]1CN(C)C(=O)c2cc(NC(=O)C3CC3)ccc2OC[C@@H](C)N(Cc2ccncc2)C[C@H]1C	x	1.2	46.3	x
C[C@@H]1CCCCO[C@@H](CN(C)C(=O)NC2CCCCC2)[C@@H](C)CN([C@H](C)CO)C(=O)c2cc(NC(=O)CCCN(C)C)ccc2O1	-1.7	2.3	7.3	35.3
COC(=O)C[C@@H]1CC[C@H]2[C@@H](COC[C@@H](O)CN2CCC(F)(F)F)O1	2.8&0.4	1.1	-12.7	x

Screens from PubChem.
